mec2-1: NCI yeast anticancer drug screen, S. cerevisiae mec2-1 strain. % growth inhibition at 50 µM. 79,000 tested, 9% active. AID 157;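 note: 0% = growth of vehicle-only cultures of the same strain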
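Using mec2-1 yeast: add compound, measure growth, express inhibition versus vehicle-treated cultures.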
rad50: NCI yeast anticancer drug screen, S. cerevisiae rad50 strain. % growth inhibition at 50 µM. 79,000 tested, 10% active. AID 155;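 note: 0% = growth of vehicle-only cultures of the same strain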
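Growth of the mutant yeast was measured after compound exposure and referenced to vehicle-treated cultures.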
cln2 rad14: NCI yeast anticancer drug screen, S. cerevisiae cln2 rad14 strain; AID 165; 78,000 tested, 8.3% active; growth inhibition, % at 50 µM;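 note: 0% = growth of vehicle-only cultures of the same strain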
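Compounds are applied to the cln2 rad14 yeast strain, and growth is then compared with that of vehicle-treated cultures to give inhibition.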
yeast bub3: NCI yeast anticancer drug screen, S. cerevisiae bub3 mutant strain; % growth inhibition at 50 µM; 78,000 tested, 9.9% active;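 note: 0% = growth of vehicle-only cultures of the same strain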
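Inhibition values come from growth of compound-treated mutant yeast normalised to vehicle-treated controls.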
sgs1 mgt1: NCI yeast anticancer drug screen, S. cerevisiae sgs1 mgt1 strain; 78,000 tested, 10% active; growth inhibition, % at 50 µM;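 note: 0% = growth of vehicle-only cultures of the same strain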
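Genetically altered yeast, compound exposure, growth inhibition relative to vehicle.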
mlh1 rad18: NCI yeast anticancer drug screen, S. cerevisiae mlh1 rad18 strain; 79,000 tested, 11% active; growth inhibition, % at 50 µM;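 note: 0% = growth of vehicle-only cultures of the same strain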
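Compound-treated yeast growth, normalised to vehicle controls. Strain bears defined DNA repair mutations.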
* hit, by the source's call; / = not tested or not shown; & = joins results of further samples. Cut-off read from the data, not from the text of the source: active = growth inhibition above about 70%; inactive = the rest.

entry	compound	mlh1 rad18	sgs1 mgt1	cln2 rad14	rad50	yeast bub3	mec2-1
1	CC(=O)Oc1ccc2c(oc(=O)c3nc(C)oc32)c1C	17	-1	-43	3	1	-1
2	CCOC(=O)C(CC1OCCO1)C1=NC(C)(C)CC(C)O1 (stereo not given)	4	-11	0	-18	-7	1
3	Cc1ccc(S(=O)(=O)NN=C2CCC(C(C)(C)C)CC2)cc1 (stereo not given)	23	-1	-2	-8	-7	6
4	COc1cc(NS(=O)(=O)c2ccc(NC(C)c3ccc4cccnc4c3O)cc2)nc(OC)n1 (stereo not given)	97*	69	66	95*	97*	97*
5	C[N+]1(Cc2ccc([N+](=O)[O-])cc2)CCC[C@H]1c1ccc[n+](Cc2ccc([N+](=O)[O-])cc2)c1 (stereo not given in full)	85*	65	63	10	10	9
6	COC(CCP(=O)(c1ccccc1)c1ccccc1)(C(=O)c1ccccc1)c1ccccc1 (stereo not given)	55	48	40	67	47	47
7	CC(CCC(=O)O)[C@H]1CCC2[C@@H]3CC(O)[C@@H]4CC(O)CC[C@]4(C)C3CC[C@@]21C (stereo not given in full)	68	77*	76*	75*	51	75*
8	C/C(=N\NC(=S)N1CCN(c2ccccn2)CC1)c1cccc(C)n1	/	92*	91*	90*	90*	93*
9	O=C(O)C1=CC(c2ccccc2O)=NCCN1	4	1	-35	-21	-4	-1
10	Clc1ccc(C2C=CNCC2)cc1 (stereo not given)	3	2	11	28	15	-9
11	CCOC(=O)c1ccc(NC(=O)Nc2cc(Cl)c(OC)cc2OC)cc1	86*	94*	92*	75*	76*	91*
12	CCCCCCCCCCCCCCCC[N+](C)(C)c1ccccc1	92*	90*	86*	91*	93*	91*
13	CC(C)(C)C(=O)OCCOCCOC(=O)c1ccccc1	-9	-6	-3	-17	-6	-7
14	CC(=O)CC1(O)C(=O)Nc2ccccc21 (stereo not given)	-36&-1	-14&-12	2&-71	-36&1	-12&5	-61&-10
15	CCOC(=S)SCc1nc2ccccc2[nH]1	89*	83*	69	87*	77*	81*
16	CC(C)(C)[N+](=O)[O-]	17	-11	5	-17	1	-27
17	CN1C(=O)C(O)CC1c1cccc(C(F)(F)F)c1 (stereo not given)	-17	25	11	3	16	1
18	CSCSCC(N)CO (stereo not given)	-14	5	-88	-13	7	-4
19	CN(C)CCSc1n[nH]c(=O)[nH]c1=O	-3	-7	-23	2	-16	-6
20	COC(=O)CN(C(=O)c1ccc(OC(C)=O)cc1)c1ccccc1	-28	-7	9	4	3	23
21	O=[N+]([O-])c1cc([N+](=O)[O-])c(/C=C/c2ccccc2Br)cc1/C=C/c1ccccc1Br	6	1	-44	8	-16	4
22	N#Cc1nc(CC(=O)c2ccc(Cl)c(Cl)c2)c(CC(=O)c2ccc(Cl)c(Cl)c2)nc1C#N	20	9	31	12	28	10
23	O=C(O)CCCC1=C2CCC(=O)C=C2CCC1	-10	-10	0	-16	-21	-25
24	CCN1/C(=C/C=C2/SC(=S)N(CC(=O)O)C2=O)Oc2ccccc21	12	12	-5	-13	3	9
25	CCN(CC)CCSCCCNC(=O)c1ccc(N)cc1	14	19	14	5	-10	4

New compounds follow:
entry	compound	mlh1 rad18	sgs1 mgt1	cln2 rad14	rad50	yeast bub3	mec2-1
26	CCN(CC)CCN(C)CC(=O)Nc1ccccc1C	38	/	/	2	/	6
27	CCN(CC)c1cc2oc(=O)cc(C)c2cc1NC(=O)c1cc([N+](=O)[O-])cc([N+](=O)[O-])c1	15	-2	0	-1	0	-1
28	Cc1ccc(S(=O)(=O)N/N=C2/CC3CCC4CC2CC34)cc1 (stereo not given)	-10	-35	-25	-51	13	-1
29	COc1ccc(N2N=NN(C(C)C)/C2=C(/Cl)c2nnnn2-c2ccc(OC)cc2)cc1	39	34	19	26	25	43
30	Oc1cc2c(cc1C(c1ccc3c(c1)OCO3)n1ccnc1)OCO2 (stereo not given)	1	-6	-35	-5	6	0
31	Cc1ccc(S(=O)(=O)Oc2cc(-c3ccccc3)nc3ccccc23)cc1	10	3	12	5	28	-7
32	NC(N)=NC1CCc2ccccc2C1 (stereo not given)	-5	-4	-5	4	-1	-3
33	O=C(NCc1ccco1)Nc1ccccc1[N+](=O)[O-]	27	35	21	17	30	6
34	CCOC(=O)C(NC(N)=O)C(=O)OCC	5	1	-35	-1	22	15
35	Cc1ccc(S/C(=C\C(=O)O)c2ccccc2)cc1	38	65	48	42	39	29
36	CC(=O)OC1(C#N)CC2OC1C1N=NN(C(=O)OC(C)(C)C)C21 (stereo not given)	19	5	22	18	16	2
37	COc1cc(C2c3cc4c(cc3OC(NCCO)C2C)OCO4)cc(OC)c1OC (stereo not given)	6	14	-11	5	-2	24
38	C=CCOc1cc2c(cc1C/C=C\c1ccc(OC)cc1)OCO2	-7	7	-22	14	-6	-10
39	O=c1[nH]c(=O)n(COC(CO)CO)cc1-c1ccccc1	-20	3	-4	-24	-18	-32
40	O=C1NC(=O)C(C2CCCC2)N1 (stereo not given)	17	-8	13	24	-4	-16
41	Cc1ccc(C2=NN(c3ccccc3)C(c3ccccc3)C2NC2CCCCC2)cc1 (stereo not given)	10	20	-27	41	0	-12
42	Cc1ccc(S(=O)(=O)NC(=O)C2S(=O)(=O)OCCOS2(=O)=O)cc1	-16	-7	-2	-3	-11	4
43	COc1cc(C(=O)C/C(CCC(=O)Nc2ccccc2[N+](=O)[O-])=N\NC(=O)CC#N)ccc1O	-31	-37	-11	-26	-12	-21
44	CC1OC(OC2C(OC(=O)[C@]34CCC(C)(C)C[C@H]3C3=CC[C@@H]5[C@@]6(C)CC[C@H](OC7OC(CO)C(O)C(O)C7OC7OC(CO)C(O)C(O)C7O)C(C)(C)[C@@H]6CC[C@@]5(C)[C@]3(C)CC4)OCC(O)C2O)C(O)C(O)C1OC1OCC(O)C(OC2OCC(O)C(O)C2O)C1O (stereo not given in full)	8&-6	-16&8	14&13	-12&13	-10&22	-16&-9
45	Clc1ccc(C(Cl)C(Cl)(Cl)c2ccc(Cl)cc2)cc1 (stereo not given)	8	5	-15	0	10	9
46	O=[N+]([O-])c1cccc(-c2cc(-c3cccs3)cc(-c3ccccc3)n2)c1	5	-2	-1	7	3	4
47	O=C(O)OC12CCCCCC1C(=O)C1CCCCC12 (stereo not given)	-14	-12	6	8	7	-3
48	COC(=O)c1ccc(C(=O)OC)c2nc3cc(C)ccc3nc12	14	-16	10	-39	9	-2
49	N#CC1(CCCI)CCCC1	6	8	-7	9	-2	7
50	Nc1nnc(Cc2ccccc2)n1N	-2&7	-15&18	-3&9	-6&11	-10&5	-18&9

Remaining list, next part
entry	compound	mlh1 rad18	sgs1 mgt1	cln2 rad14	rad50	yeast bub3	mec2-1
51	Cc1ccccc1OCC(C)OC(N)=O (stereo not given)	6	2	-16	6	7	-11
52	COc1ccc(OC)c2nc3c(C(=O)NCCN(C)C)cccc3nc12	-68	-56	-35	-16	-31	-26
53	CCOC(=O)C1=C(NNC(=O)Cc2ccccc2)CSC1=Nc1ccccc1	19	-9	18	10	13	-12
54	CC(=O)NC(C)NC(C)=O	-5	-14	-87	-12	7	-10
55	NC(=O)NCc1ccc(CNC(N)=O)cc1	3	-3	-62	11	3	15
56	Cc1cccc(NCc2ccncc2)n1	7	27	2	19	2	9
57	CCn1cnc2c(=O)n(C)c(=O)n(C)c21	-1	4	-36	-32	-1	-18
58	Cc1cccc(C)c1NS(=O)(=O)c1ccc(Cl)cc1	90*	69	92*	92*	94*	84*
59	[O-]c1c(Cl)c(Cl)c(O[P+](c2ccccc2)(c2ccccc2)c2ccccc2)c(Cl)c1Cl	99*	99*	98*	99*	99*	99*
60	COCC1OC(Nc2ccccc2)C(OC)C(OC)C1OC (stereo not given)	-10	-9	-9	-12	9	-2
61	O=c1[nH]c2cc(Cl)ccc2nc1/C=C(\O)c1cccc2ccccc12	35	29	17	41	15	15
62	Nc1ccc(-c2ccccc2)cc1[N+](=O)[O-]	9	16	-23	33	21	-9
63	O=C1C2=C(c3ccccc31)C(c1ccccc1)NC(=S)N2 (stereo not given)	-1	15	11	20	21	7
64	COc1cccc2c1CCc1ccccc1CC2=O	-52	-44	-20	-35	-58	-35
65	CC1=NN(C(=O)c2ccncc2)C(=O)C1N=Nc1ccc(C)c([N+](=O)[O-])c1 (stereo not given)	20	89*	-15	48	4	19
66	c1ccc(C23c4ccccc4C(c4ccccc42)c2ccccc23)cc1	-7	-9	18	-12	-7	-1
67	NC(=O)Oc1cccc(OC(N)=O)c1	14	14	4	9	19	-6
68	COc1ccc(C(=O)c2cccc(C(=O)c3ccc(OC)cc3)c2)cc1	-4	-4	-1	-13	-14	-19
69	N#CCCN(N)S(=O)(=O)c1ccccc1	0	0	-35	4	3	8
70	Cn1cccc1/C=N/N=C(/N)NO	0	-14	-4	23	-18	-10
71	CC1=C(C)OCC1	6	9	8	9	4	4
72	CC(=O)OC1CCC2(C)C(CCC3C2CCC2(C)C(c4cccc(=O)o4)CCC32)C1 (stereo not given)	2	11	15	22	0	9
73	O=C1NC(N/N=C\C(O)C(O)C(O)CO)=N/C1=C/c1ccccc1 (stereo not given)	-6&-9	33&4	16&17	34&16	32&12	30&19
74	O=C(O)c1cc(-c2ccccc2O)nc2ccccc12	-2	-5	16	-20	-1	-7
75	c1ccc2c(c1)ncc1cc3c(cc12)[nH]c1ccccc13	27	17	-11	41	-10	8
76	CCOC(=O)CC1=NC(=Nc2ccc(Cl)c(Cl)c2)SC1	98*	99*	97*	96*	98*	99*
77	COC(=O)c1nc(=S)[nH]c(C(=O)OC)c1C(=O)C(C)(C)C	5	-22	46	-7	-25	-10
78	CCCC(C)C(=O)OC1CCCCC1 (stereo not given)	3	-1	-21	9	8	1

Gathered by group: those above containing an aryl thioether with sulfur outside any ring.
entry	compound	mlh1 rad18	sgs1 mgt1	cln2 rad14	rad50	yeast bub3	mec2-1
19	CN(C)CCSc1n[nH]c(=O)[nH]c1=O	-3	-7	-23	2	-16	-6
35	Cc1ccc(S/C(=C\C(=O)O)c2ccccc2)cc1	38	65	48	42	39	29

Numbers 60 to 78 of the list above:
entry	compound	mlh1 rad18	sgs1 mgt1	cln2 rad14	rad50	yeast bub3	mec2-1
60	COCC1OC(Nc2ccccc2)C(OC)C(OC)C1OC (stereo not given)	-10	-9	-9	-12	9	-2
61	O=c1[nH]c2cc(Cl)ccc2nc1/C=C(\O)c1cccc2ccccc12	35	29	17	41	15	15
62	Nc1ccc(-c2ccccc2)cc1[N+](=O)[O-]	9	16	-23	33	21	-9
63	O=C1C2=C(c3ccccc31)C(c1ccccc1)NC(=S)N2 (stereo not given)	-1	15	11	20	21	7
64	COc1cccc2c1CCc1ccccc1CC2=O	-52	-44	-20	-35	-58	-35
65	CC1=NN(C(=O)c2ccncc2)C(=O)C1N=Nc1ccc(C)c([N+](=O)[O-])c1 (stereo not given)	20	89*	-15	48	4	19
66	c1ccc(C23c4ccccc4C(c4ccccc42)c2ccccc23)cc1	-7	-9	18	-12	-7	-1
67	NC(=O)Oc1cccc(OC(N)=O)c1	14	14	4	9	19	-6
68	COc1ccc(C(=O)c2cccc(C(=O)c3ccc(OC)cc3)c2)cc1	-4	-4	-1	-13	-14	-19
69	N#CCCN(N)S(=O)(=O)c1ccccc1	0	0	-35	4	3	8
70	Cn1cccc1/C=N/N=C(/N)NO	0	-14	-4	23	-18	-10
71	CC1=C(C)OCC1	6	9	8	9	4	4
72	CC(=O)OC1CCC2(C)C(CCC3C2CCC2(C)C(c4cccc(=O)o4)CCC32)C1 (stereo not given)	2	11	15	22	0	9
73	O=C1NC(N/N=C\C(O)C(O)C(O)CO)=N/C1=C/c1ccccc1 (stereo not given)	-6&-9	33&4	16&17	34&16	32&12	30&19
74	O=C(O)c1cc(-c2ccccc2O)nc2ccccc12	-2	-5	16	-20	-1	-7
75	c1ccc2c(c1)ncc1cc3c(cc12)[nH]c1ccccc13	27	17	-11	41	-10	8
76	CCOC(=O)CC1=NC(=Nc2ccc(Cl)c(Cl)c2)SC1	98*	99*	97*	96*	98*	99*
77	COC(=O)c1nc(=S)[nH]c(C(=O)OC)c1C(=O)C(C)(C)C	5	-22	46	-7	-25	-10
78	CCCC(C)C(=O)OC1CCCCC1 (stereo not given)	3	-1	-21	9	8	1
